Screening results (PubChem BioAssay)
Giardia FBPA inh = Giardia lamblia aldolase inhibition; A8B2U2; purified Giardia FBPA; Potency, µM (series often up to 59.6 µM), inactives show top-dose activity, negative = inhibition, usual class: inhibitors; 290,000 compounds, 0.71% hits; also: potency is read from the fitted curve at half-maximal effect; nearly all actives have a fitted effect of over 55% in size
Target sequence (A8B2U2 whole entry, looked up): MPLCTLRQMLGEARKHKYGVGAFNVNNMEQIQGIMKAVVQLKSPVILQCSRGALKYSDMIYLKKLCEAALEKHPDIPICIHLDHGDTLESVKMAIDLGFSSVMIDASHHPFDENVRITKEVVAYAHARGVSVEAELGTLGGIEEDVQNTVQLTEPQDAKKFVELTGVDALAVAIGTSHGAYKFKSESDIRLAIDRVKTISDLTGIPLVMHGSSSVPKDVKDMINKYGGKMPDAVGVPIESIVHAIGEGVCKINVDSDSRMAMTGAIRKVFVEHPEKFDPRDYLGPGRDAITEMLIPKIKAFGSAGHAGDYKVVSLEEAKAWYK
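Giardia FBPA (40 nM reagent) was preincubated 10 min at RT with compound (up to 57.5 uM final), then substrate plus GAPDH/TPI/NAD/arsenate coupling system with diaphorase/resazurin was added; resorufin fluorescence (525/598 nm) was read after 20 min.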
AMA1-RON2 inh = inhibitors of Plasmodium falciparum AMA1-RON2 interaction. AlphaScreen AMA1-biotinylated RON2 peptide binding. Potency, µM (doses to about 58.2 µM), for inactives: top-dose activity change, negative = inhibition, hits mostly inhibitors. 360,000 compounds, 0.2% hits;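 also: potency is read from the fitted curve at half-maximal effect; 0% = vehicle wells and -100% = peptide control; nearly all actives have a fitted effect of over 45% in size; some results filed as inactive show a strong effect at the top dose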
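AMA1 (3D7) with his tag at 25 nM final met compounds first, then biotinylated RON2 peptide at 25 nM; detection used donor plus acceptor beads, 10 µg/mL apiece, read by AlphaScreen after 30 min at room temperature.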
Sm TGR inh = blocks Schistosoma mansoni thioredoxin glutathione reductase. 360,000 compounds, 3% hits. Potency, µM (series often up to 114 µM), for the others: at the top dose activity change, negative = inhibition, most hits filed as inhibitors. purified TGR, DTNB reduction, TNB absorbance 405 nm. Q962Y6; also: potency is read from the fitted curve at half-maximal effect; nearly all actives have a fitted effect of over 60% in size
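TGR 20 nM + NADPH 100 uM (dispensed conc.), cpd preinc 15 min RT; start with NADPH (500 uM addition) then DTNB (15 mM addition). Kinetic TNB absorbance, 405 nm filter. Four-parameter Hill fit across titration.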
HCMV inh = blocks human cytomegalovirus replication. AID 1259415. HFF cells, HCMV-luciferase reporter, 72 h; active compounds read low. activity change, negative = inhibition, % at 57.5 µM. 410,000 compounds, 4.5% hits; in the data active = activity change below about -60%; inconclusive = no clear call, values can overlap the other calls; inactive = above about -39%
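After 16 h attachment at 37C, HFF cells received test compound and HCMV-luciferase (1 PFU/cell); reporter luminescence read 72 h later, data normalized against buffer-only and known inhibitor Salinomycin.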
AmpC detergent = blocks E. coli AmpC beta-lactamase in detergent assay; P00811; AmpC hydrolysis of nitrocefin, absorbance 480 nm, 0.01% Triton; Potency, µM (series often up to 114 µM), without a hit: top-dose activity change, negative = inhibition, usual class: inhibitors; 370,000 compounds, 0.041% hits; AID 485294;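 also: potency is read from the fitted curve at half-maximal effect; 0% = no-compound wells and -100% = no-enzyme wells; nearly all actives have a fitted effect of over 25% in size; some results filed as inactive show a strong effect at the top dose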
Target sequence (P00811 whole entry, looked up): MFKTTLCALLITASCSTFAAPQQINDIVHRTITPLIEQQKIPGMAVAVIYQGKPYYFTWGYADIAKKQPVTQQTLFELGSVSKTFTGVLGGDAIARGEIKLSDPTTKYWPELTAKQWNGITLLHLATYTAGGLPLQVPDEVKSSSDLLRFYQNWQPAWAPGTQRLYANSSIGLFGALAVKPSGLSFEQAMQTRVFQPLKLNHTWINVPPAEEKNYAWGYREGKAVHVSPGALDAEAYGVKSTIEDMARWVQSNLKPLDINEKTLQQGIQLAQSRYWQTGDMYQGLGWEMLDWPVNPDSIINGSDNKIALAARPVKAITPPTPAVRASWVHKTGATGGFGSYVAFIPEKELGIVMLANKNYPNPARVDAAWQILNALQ
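20 mM phosphate pH 7.0 + 0.01% (detergent screen) or 0.0001% Triton X-100; 5.3 nM AmpC reagent; cpd preinc 15 min RT; nitrocefin (800 uM stock) to start; A480 q20 s × 4 min; Activity was normalised to no-enzyme and no-compound control wells.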
HCV inhibitor = HCV inhibition; Huh7.5.1 HCVcc-Cre infection, luciferase reporter, 44 h; Potency, µM (highest dose often 41.8 µM), inactives show at the highest dose activity change, negative = inhibition, actives largely listed as inhibitors; 340,000 compounds, 3.4% hits; also: potency is read from the fitted curve at half-maximal effect
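Cells seeded at 1,000/well and cultured 4 h, then compounds added followed by HCVcc-Cre virus (~0.5 moi). After 44 h further culture, luciferase substrate was added, plates held 15 min at room temperature, and luminescence read for 15 sec.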
* marks the source's active call; other numbers are inactive results; ? = inconclusive; · = not tested or not shown; & = joins results of further samples; [ ] = another dose, or the depositor's remark. Unless noted, calls follow the shape of the dose curve; as a rule, active = well fitted curve in the direction sought with a large enough effect; inconclusive = small, poorly fitted or top-dose-only effect, or another doubt; inactive = no such curve, though single readings can be large; an effect the other way counts as inactive or inconclusive. Unless noted, % is scaled to controls: 0 for no effect and ±100 for the full control effect.

Values run as follows: Giardia FBPA inh, AMA1-RON2 inh, Sm TGR inh, HCMV inh, AmpC detergent, HCV inhibitor
CCN1CCN(C(=O)C(Cc2ccccc2)NC(=O)c2ccc(Cl)c(S(=O)(=O)N(C)C)c2)CC1 (stereo not given)
    ·, -4.6%, ·, -10.3, ·, -2.1%
CCOc1cccc(C(=O)Nc2ccc3oc(Cc4ccc(Cl)cc4)nc3c2)c1
    -0.4%, -1.0%, 3.6%, -60.3*, ?, ?
COc1cc(OC)c(S(=O)(=O)NCc2ccco2)cc1S(=O)(=O)NCc1ccco1
    4.3%, 4.1%, -30.9%, -2.6, ?, 8.7%&11.0%
NC(=O)CSc1nccn1Cc1ccccc1
    -0.8%, -5.7%, 4.0%, 8.8, -0.3%, 4.1%
COC(=O)C1C(OC(=O)c2ccccc2)CC2CCC1N2C (stereo not given)
    -0.4%&-0.4%, 21.2%&14.1%, 8.1%, -34.8&25.7, 5.5%, 12.9%&31.0%
CC(C)(C)C(=O)Nc1sc2c(c1C#N)CCC2
    4.4%, -8.0%, -11.2%, ?, 1.3%, -25.8%
O=C(COc1ccccc1)Nc1ccc2nc(SCCOc3ccccc3)sc2c1
    ·, ·, 1.5%, -31.5, 23.0%, ·
O=C(Nc1ccccc1)Nc1cccc2cccnc12
    -22.1%, -0.2%, 18.8%, 232.1, 5.3%, ?
CCNC(=S)NNC(=O)C(c1ccccc1)c1ccccc1
    3.5%, 39.4%[activator], -7.2%, -30.1, -1.1%, 22.7%
Cc1nnc(NC(=O)CSc2ncnc3c2cnn3-c2ccccc2C)s1
    9.9%, 0.0%, -0.2%, -6.5, -10.4%, 0.3%
Cc1nn2c(C)c(C(=O)Nc3ccccc3)cnc2c1-c1ccccc1
    -8.6%, -0.9%, 6.5%, -27.8, 8.1%, ?
COCCn1c(-c2ccccc2)nc2c(c(=O)c3ccccc3n2C)c1=O
    -4.0%, ·, -0.8%, ·, -2.4%, -5.2%
COC(=O)c1ccc(C)c(NC(=O)CN(c2ccccc2)S(=O)(=O)N(C)C)c1
    3.0%, 8.4%, -20.8%, -10.1, 1.3%, 2.8%
CCN1C(=O)c2ccccc2S(=O)(=O)c2ccc(C(=O)NCc3ccccc3)cc21
    ·, ·, 8.7%, ?, 11.3%, ·
O=C(O)c1cccc(N/N=C/c2cccs2)c1
    14.3%, 7.5%, -7.4%, -27.6, -1.1%, 9.5%
Cc1c(NC(=O)C(C)OC(=O)c2cccc(S(=O)(=O)N3CCOCC3)c2)c(=O)n(-c2ccccc2)n1C (stereo not given)
    2.1%, -7.2%, 0.5%, ?, 3.0%, 10.2%
COc1ccccc1N1C(=O)c2ccccc2NC1c1cc(OC)c(OC)c(OC)c1 (stereo not given)
    6.0%, 4.7%, -0.6%, 29.3, -0.8%, 9.0%
Cc1ccc(S(=O)(=O)Nc2ccc(N3CCOCC3)cc2)cc1C
    -4.4%, 0.0%, -11.2%, 13.1, -0.3%, 6.4%
Cc1cc(C)cc(N(CC(=O)NC2CCCC2)S(=O)(=O)c2c(C)[nH]c(=O)[nH]c2=O)c1
    1.0%, 9.0%, -0.1%, 1.7, 4.9%, 13.6%
CC(C)(C)c1ccc(C[C@H](C(=O)O)N2C(=O)c3ccc(C(=O)O)cc3C2=O)cc1
    ?, ·, -3.2%, ·, ?, ·
CC1CCC/C(=N\NC(=O)c2ccncc2)C1 (stereo not given)
    1.3%, 20.6%, 8.4%, 36.8, -6.6%, 17.4%
COc1ccc2oc(C(=O)N3CCN(c4ncccn4)CC3)c(C)c2c1
    -1.1%, -6.0%, -9.5%, 8.0, ?, 1.7%
C=CC[C@@H](CC(=O)NCCO)C(=O)NC[C@H](OC(=O)[C@@H](CC=C)CC(=O)OC(C)(C)C)c1ccccc1
    ·, -2.0%, ·, -5.4, ·, 2.1%
COc1ccccc1-c1ccc(/C=N/O)o1
    -20.6%, -11.6%, 6.6%, 16.0, 0.6%, ?
CCn1cnc2sc(C)c(C)c2c1=O
    -1.9%, ·, -7.2%, ·, 2.1%, ·
Cc1ccccc1C1c2[nH]c3ccccc3c2C[C@H]2C(=O)N(C3CC3)CC(=O)N12 (stereo not given in full)
    13.2%, 8.5%, 0.3%, 22.5, 3.2%, 0.6%
COc1ccccc1/C=N\Nc1cn[nH]c(=O)c1Cl
    2.4%, 13.2%, 4.5%, 131.4, 8.8%, 8.4%
COc1ccccc1CCNC(=O)CSc1ccc(-c2ccco2)nn1
    ?, -2.0%, 3.55µM*, 21.3, 1.9%, -13.1%
Cc1ccc(-n2nc(C)c3c(=O)[nH]c(C(F)(F)F)nc32)cc1
    0.0%, ·, -0.2%, ·, -0.6%, 9.7%
O=c1c(Oc2ccccc2)coc2cc(O)cc(O)c12
    ·, -9.6%, ·, 13.1, ·, -8.8%
COC(=O)CCC(=O)N1CCCC(CO)(Cc2ccccc2)C1 (stereo not given)
    2.1%, 0.7%, 3.5%[57.1 µM], 120.8, 2.4%, 10.0%
Cc1c(OCC(=O)N[C@@H](Cc2ccccc2)C(=O)O)ccc2c3c(c(=O)oc12)CCC3
    10.2%, 0.3%, -23.5%, 12.7, ?, -70.7%
CC1(c2ccccc2Cl)NC(=O)N(CC(=O)NC(=O)NCc2ccco2)C1=O (stereo not given)
    14.5%, -15.4%, -36.0%, 38.3, -10.5%, -6.1%
O=C(/C=C/c1ccc(N2CCC(c3ccccc3)=N2)cc1)c1ccccc1
    -5.0%, 5.7%, 10.4%, -19.9, 6.7%, ?
CCCCn1c(O)c(C(=O)/C=C/c2ccc3c(c2)OCO3)c(=O)[nH]c1=O
    -5.7%, 21.9%, -0.4%, -22.6, -6.1%, -7.6%
O=C(NCCCC1CCCC1)C1CCC(=O)N(Cc2ccccc2F)C1 (stereo not given)
    ·, 5.3%, ·, 11.3, ·, 1.8%
CCCCCn1c(=O)[nH]c2cc(C(=O)NCc3ccccn3)ccc2c1=O
    5.7%, 53.0%[activator], -4.5%, -30.7, 2.8%, 4.0%
COc1cccc(CNc2nc3nc(C)c(Cl)c(=O)n3[nH]2)c1
    -8.0%, 10.8%, -6.9%, 0.0, -9.3%, 4.9%
CCC(=O)N1CCN(c2ccc(Cl)cc2NC(=O)c2ccc(Br)o2)CC1
    ·, 23.9%, ·, 31.5, ·, -23.0%
CC(C)c1nc(SCC(=O)Nc2ccc(N3CCOCC3)cc2)c2ccccc2n1
    -15.0%, 2.9%, 0.0%, -10.9, -2.2%, ?
CN(Cc1cn(-c2ccccc2)nc1-c1ccc(Cl)cc1)C(=O)CCC(=O)O
    -0.6%, -8.6%, 2.4%, 102.0, -6.3%, 21.9%
Nc1nc(-c2ccccc2)nn1S(=O)(=O)c1ccccc1
    -2.4%, 30.0%[activator], ·, -28.1, -0.5%, -20.9%
COc1ccccc1OCC(=O)OC/C(O)=C(\C#N)c1nc2ccccc2[nH]1
    -2.4%, 62.4%[activator], -8.9%, -99.4*, -2.8%, -12.2%
CCCCC(=O)Nc1ccc(C(N)=O)cc1
    9.2%, 7.1%, -24.7%, 38.6, -17.8%, 28.5%
Cc1ccc(N2C(=O)NC(=O)/C(=C/c3ccoc3)C2=O)cc1
    -19.2%, -14.6%, ?, ?, 1.3%, 8.3%
Cc1cc(NC(=O)C(C)SCC(=O)OCc2ccc(Cl)cc2Cl)no1 (stereo not given)
    ·, 12.0%, -8.8%, -13.8, -0.2%, -4.2%
BrCC1C[n+]2c(SCc3ccccc3)nc3sc4c(c3c2O1)CCCC4 (stereo not given)
    -19.1%, -14.8%, 31.6µM*, 24.0, 1.2%, -21.0%
CN(NC(=O)COc1ccccc1)C1=NS(=O)(=O)c2ccccc21
    0.5%, -1.5%, -12.7%, 21.3, -10.0%, 16.1%
Cc1ccc(N2C(=O)NC(=O)/C(=C\C=C\c3ccco3)C2=O)cc1
    -3.9%, -14.4%, 11.2µM*, -99.7*, 6.4%, ?
CCOc1ccc(C(=O)Nc2ccc3oc(-c4cccc5ccccc45)nc3c2)cc1
    ·, ·, -4.8%, ?, 1.5%, ·
O=C(c1ccc(COc2ccccc2)o1)N1CCN(S(=O)(=O)c2ccccc2Cl)CC1
    ·, -7.7%, -1.0%, -13.3, ?, ?
COC(=O)C1CCN(c2cc(Cl)nc(N)n2)CC1
    -12.6%, -4.5%, -2.7%, -23.4, -12.2%, 13.1%
CCCOc1ccc(NC(=O)CNC(=O)c2cc(OC)cc(OC)c2)cc1OCCC
    10.1%, -5.4%, -17.1%, -13.1, -8.3%, ?
Cc1ccc(CN2CCN(/N=C/c3cc(Br)ccc3F)CC2)cc1
    5.2%, -26.9%, 9.3%, -38.6, -4.9%, 2.8%
Nc1c(-c2cccc(Cl)c2)cnn1-c1cccc([N+](=O)[O-])c1
    -11.9%, -19.3%, 16.4%, ?, -0.3%, -10.0%
CCOC(=O)c1sc2nc(C)nc(Nc3ccc(OC)c(OC)c3)c2c1C
    -0.1%, 3.3%, 6.8%, ?, -10.2%, ?
CC(NC(=O)/C(C#N)=C/c1ccco1)c1ccccc1 (stereo not given)
    0.8%, -8.6%, 0.2%, -19.7, 3.4%, 16.6%
COc1ccc(C(=O)Nc2cccc(NC(=O)c3ccc(OC)cc3OC)n2)c(OC)c1
    ·, -2.8%, ·, -22.1, ·, ?
COc1cc(N)c(Cl)cc1C(=O)OCC(=O)Nc1cccnc1Cl
    ·, -12.6%, -4.2%, -24.3, ?, 0.4%
CC1CCc2c(sc(NC(=O)/C=C/c3cccs3)c2C(=O)O)C1 (stereo not given)
    -4.4%, -2.5%, -0.3%, 28.2, -1.2%, ?

Next section:
Values run as follows: Giardia FBPA inh, AMA1-RON2 inh, Sm TGR inh, HCMV inh, AmpC detergent, HCV inhibitor
CC1=Nc2ccccc2N=C(NC(=O)CSC(=S)N2CCN(C)CC2)C1c1ccccc1 (stereo not given)
    -3.4%, -0.9%, 2.9%, 99.0, 6.5%, -8.7%
CC1CCc2nc3ccccc3c(C(=O)OCC(=O)NC3CCS(=O)(=O)C3)c2C1 (stereo not given)
    -20.2%, -12.4%, 12.2%, -16.6, 0.8%, 10µM*
Clc1ccc(-c2csc(NNC3=NCCCCC3)n2)cc1
    ?, 46.2%[activator], -21.6%, -21.0, -9.7%, -22.8%
CC1(C)Cc2c(C#N)c(SCCC#N)nc(N3CCOCC3)c2CO1
    7.5%, 21.6%, -6.5%, 11.8, -8.5%, -29.6%
CCCN(CCC)C(=O)C1CCCN(S(=O)(=O)c2ccc3c(c2)oc(=O)n3C)C1 (stereo not given)
    -0.5%, -5.3%, 5.6%&-4.7%, -21.0&-3.2, ?, 6.2%

Record cards, as listed above. Order of screens: Giardia FBPA inh, AMA1-RON2 inh, Sm TGR inh, HCMV inh, AmpC detergent, HCV inhibitor
`CC1(C)Cc2c(C#N)c(SCCC#N)nc(N3CCOCC3)c2CO1` is listed with 7.5%, 21.6%, -6.5%, 11.8, -8.5%, -29.6%
`Clc1ccc(-c2csc(NNC3=NCCCCC3)n2)cc1` is listed with ?, 46.2%[activator], -21.6%, -21.0, -9.7%, -22.8%
